Source: PubChem BioAssay
TNAP inh hi DEA: blocks human TNAP under high phosphate acceptor concentration; P05186; purified TNAP, CDP-star luminescence, 1 M DEA; inhibition, % at 20 µM; 200,000 compounds, 0.03% hits; AID 1135;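 active = over 50% inhibition of tissue-nonspecific alkaline phosphatase at 20 µM in the single-dose screen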;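 also: plate controls were DMSO wells for no effect and EDTA-quenched wells as full inhibition for full effect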
Target sequence (P05186 whole entry, looked up): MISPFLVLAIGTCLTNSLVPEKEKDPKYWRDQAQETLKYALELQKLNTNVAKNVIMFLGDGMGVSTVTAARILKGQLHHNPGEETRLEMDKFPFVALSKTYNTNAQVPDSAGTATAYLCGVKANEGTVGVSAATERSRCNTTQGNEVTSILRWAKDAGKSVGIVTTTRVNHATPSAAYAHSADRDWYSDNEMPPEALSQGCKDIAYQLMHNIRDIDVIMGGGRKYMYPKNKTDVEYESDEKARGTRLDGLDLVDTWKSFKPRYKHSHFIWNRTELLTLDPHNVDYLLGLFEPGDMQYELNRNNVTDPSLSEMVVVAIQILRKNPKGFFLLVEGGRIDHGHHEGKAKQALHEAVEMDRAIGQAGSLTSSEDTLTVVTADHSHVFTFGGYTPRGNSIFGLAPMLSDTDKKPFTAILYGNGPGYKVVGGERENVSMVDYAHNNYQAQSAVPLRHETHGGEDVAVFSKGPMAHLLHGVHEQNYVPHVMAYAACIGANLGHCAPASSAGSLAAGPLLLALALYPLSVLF
bIAP act: increases bovine intestinal alkaline phosphatase activity; purified bovine IAP, CDP-star luminescence, 30 min; hits give high values; fold of DMSO-control signal, blank-subtracted; 200,000 compounds, 0.17% hits; activation factor at 20 µM;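 active = activation factor of 2 or more at 20 µM, a signal rise over negative controls twice the positive control's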
bIAP inh: blocks bovine intestinal alkaline phosphatase activity. purified bovine IAP, CDP-star luminescence, 30 min. inhibition, % at 20 µM. 190,000 tested, under 10 active;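 active = over 50% inhibition of intestinal alkaline phosphatase at 20 µM in the single-dose screen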
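Assay system – bovine IAP enzyme · Quantity – bovine IAP at 1/65,000,000 final dilution · Detection – CDP-star luminescence signal · Times – 30 min reaction at room temperature · Also added – CDP-star substrate at 30 µM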
Diaph inh CS: counter-screen for diaphorase-based assays: diaphorase inhibitors and chemical oxidizers; 190,000 compounds, 0.69% hits; inhibition, % at 20 µM; diaphorase resazurin-to-resorufin fluorescence, NADH, 16 min; bacterial (C. kluyveri) enzyme, not human;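 active = primary screen inhibition at 20 µM above a set limit, cut at about 50% in these data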;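 also: plate controls were DMSO with full reaction for no effect and wells lacking NADH for full effect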
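Test system: bacterial diaphorase enzyme (C. kluyveri); Quantity: 0.14 U/mL diaphorase, enzyme working solution; Times: reaction incubation of 16 min at room temperature; Measured by: fluorescence of resorufin formed from resazurin, Ex 544/Em 590 nm; Benchmarks: positive control minus NADH, DMSO neutral control.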
PMI act satM6P: PMI (human) activation, high substrate | 190,000 compounds, 0.34% hits | coupled PMI enzyme assay, resazurin fluorescence, 20 min; hits give high values; 1 = untreated enzyme, 0 = substrate-free blank | activation factor at 20 µM | P34949;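 active = activation factor of 2 or more at 20 µM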
Target sequence (P34949 whole entry, looked up): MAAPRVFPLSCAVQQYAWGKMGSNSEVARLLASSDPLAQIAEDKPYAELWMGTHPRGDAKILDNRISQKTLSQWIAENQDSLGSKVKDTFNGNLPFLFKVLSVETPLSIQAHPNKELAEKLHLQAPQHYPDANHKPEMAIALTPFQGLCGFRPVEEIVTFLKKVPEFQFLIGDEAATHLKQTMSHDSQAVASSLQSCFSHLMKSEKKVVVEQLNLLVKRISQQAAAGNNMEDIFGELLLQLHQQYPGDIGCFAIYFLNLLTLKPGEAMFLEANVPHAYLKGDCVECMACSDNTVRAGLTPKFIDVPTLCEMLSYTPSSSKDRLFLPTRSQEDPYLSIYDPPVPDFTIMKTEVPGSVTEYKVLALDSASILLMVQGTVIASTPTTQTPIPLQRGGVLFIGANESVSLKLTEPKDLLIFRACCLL
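Material: human phosphomannose isomerase with PGI, G6PDH, diaphorase coupling enzymes. Quantity: 15 ng/mL PMI. Medium: HEPES pH 7.4 buffer with MgCl2 and Tween-20. Reagent: Near-saturating mannose-6-phosphate, 1.0 mM. Compound: 20 µM single dose. Times: enzyme reaction with compound 20 min at room temperature. Detection: resorufin fluorescence at Ex 544/Em 590 nm.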
PMI activator: phosphomannose isomerase (human) activation; P34949; 190,000 compounds, 0.005% hits; purified human PMI, coupled resazurin fluorescence, 20 min; hits give high values; 1 = vehicle control, 0 substrate-free wells; activation factor at 20 µM;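 active = activation factor of 2 or more at 20 µM, relative to plate controls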
Diaph act CS: activates diaphorase or chemically reduces, flagging diaphorase assay artifacts. 190,000 compounds, 0.005% hits. Diaphorase/resazurin coupled assay, resorufin fluorescence, 16 min; hits give high values; 1 = vehicle wells, 0 = NADH-free wells. activation factor at 20 µM. AID 1229;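 active = diaphorase activity raised at least twofold by the compound at 20 µM; inactive = activation factor below 2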
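Material: purified diaphorase enzyme from Clostridium kluyveri; Also added: 0.114 mM NADH and 0.1 mM resazurin, final amounts; Doses: single compound dose of 20 µM, 1% DMSO final; Times: 16 min enzyme reaction, ambient temperature; Detection: resorufin fluorescence, excitation 544 nm, emission 590 nm; Measure: increased resorufin signal from activators or reducing compounds.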
TNAP act hi DEA: increases human TNAP activity under high phosphate acceptor concentration. P05186. purified TNAP, CDP-star luminescence, 1 M DEA, 30 min; hits give high values; 0 = EDTA background, 1 = DMSO-only activity. activation factor at 20 µM. 200,000 tested, under 10 active. AID 1136;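 active = activation factor at least 2 at 20 µM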
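Dosing: 20 µM single point. System: human TNAP. Amount: TNAP 1/800 final. Incubation: 30 min, room temperature. Read-out: TNAP activation factor scaled between EDTA and DMSO control wells. Signal: luminescence from CDP-star hydrolysis. Medium: 1 M DEA, pH 9.8, Mg2+, Zn2+. Control set: EDTA negative control, DMSO positive control.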
Lmaj promast: inhibitors of Leishmania major promastigote growth; Leishmania major promastigotes, resazurin fluorescence viability; inhibition, % at 10 µM; 200,000 compounds, 9% hits; in the data active = inhibition above about 50%;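 also: promastigotes grown with compound for 44 hours at 28 °C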
TNAP inh no acc: inhibitors of human TNAP without phosphate acceptor. P05186. purified TNAP, CDP-star luminescence, 30 min. inhibition, % at 20 µM. 200,000 compounds, 0.26% hits. AID 1012;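 active = tissue-nonspecific alkaline phosphatase inhibition above about 50% at 20 µM in the single-dose screen, limit read from the data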;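 also: 0% = DMSO negative control and 100% = EDTA positive control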
Starred values were filed as active, the others as inactive.

1. CCC(=O)Nc1ccc(F)c(Cl)c1
2. CCOC(=O)C(NC(C)=O)(NS(=O)(=O)c1ccccc1)C(F)(F)F (configuration not stated)
3. CCCn1c(=O)c2ccccc2n2c(SCCOc3ccc(Cl)cc3)nnc12
4. Cc1ccc(N2C(=O)c3ccccc3C2=O)cc1Cl
5. Cc1ccc2[nH]cc(CCNC(=O)c3ccc([N+](=O)[O-])cc3)c2c1
6. O=C(NN1C(=O)c2ccccc2NC1c1ccco1)c1ccccc1 (configuration not stated)

screen / no.	1	2	3	4	5	6
TNAP inh hi DEA	0	-3	-4	-1	0	-2
bIAP act	1.1	1	0.9	1	1	0.9
bIAP inh	-7	3	5	3	-1	7
Diaph inh CS	0	13	9	11	6	9
PMI act satM6P	1	0.9	1.1	1	1	1.1
PMI activator	1	0.9	1.1	1	0.9	1.1
Diaph act CS	1	0.9	0.9	0.9	0.9	0.9
TNAP act hi DEA	1	1	1	1	1	1
Lmaj promast	4	-6	-7	-10	22	-7
TNAP inh no acc	-6	-14	-8	-8	3	-13

7. Cc1ccc(S(N)(=O)=O)cc1NC(=O)/C=C/c1cccs1
8. CC(Cc1ccccc1)C(=O)N[C@@H](CO)Cc1ccccc1 (some centres not stated)
9. C=CCONC(=O)c1cc(OCC(F)(F)F)ccc1OCC(F)(F)F
10. Cc1ccc([N+](=O)[O-])cc1N=C(c1ccc([N+](=O)[O-])cc1)N1CCOCC1
11. C/C(CC(=O)Nc1ccc(C)c(Cl)c1)=N\NC(=O)Cc1ccccc1
12. COC(=O)C1CSC(C(=O)OC)N1C(=O)CN1CCN(c2ccc(OC)cc2)CC1 (configuration not stated)

screen / no.	7	8	9	10	11	12
TNAP inh hi DEA	9	-7	-4	-2	-5	-4
bIAP act	0.9	1	1	0.9	0.9	1.1
bIAP inh	11	4	2	8	8	-12
Diaph inh CS	1	-2	8	6	8	0
PMI act satM6P	1	1	1	1.1	1.1	1.1
PMI activator	0.9	0.9	1	1	1.1	1.1
Diaph act CS	1	1	0.9	0.9	0.9	1
TNAP act hi DEA	0.9	1.1	1	1	1	1
Lmaj promast	-1	6	-1	47	-1	-4
TNAP inh no acc	1	-12	-3	-15	16	-8

13. CCOC(=O)N1CCN(C(=O)COC(=O)c2cc(Cl)c(O)c(Cl)c2)CC1
14. O=C(CN(c1ccc(F)cc1)S(=O)(=O)c1ccccc1)NCc1ccco1
15. COc1ccc(CCNC(=O)c2ccc(CS(=O)(=O)c3ccc(Br)cc3)o2)cc1OC
16. COC(=O)c1sc(S(=O)(=O)N2CCN(c3ccc(OC)cc3)CC2)c(C(=O)OC)c1C
17. CC(Oc1ccccc1)C(=O)NNS(=O)(=O)c1ccc([N+](=O)[O-])cc1 (configuration not stated)
18. Cc1nn(-c2ccccc2)c(Cl)c1C1C(C#N)=C(N)OC2=C1C(=O)CC(C)(C)C2 (configuration not stated)

screen / no.	13	14	15	16	17	18
TNAP inh hi DEA	-6	-1	-6	0	-3	-5
bIAP act	1	0.9	0.9	1.1	1	0.9
bIAP inh	0	15	10	-13	-5	6
Diaph inh CS	17	12	16	10	3	21
PMI act satM6P	1	0.9	1	1	1.1	1
PMI activator	1.1	1	1	0.9	1.1	0.9
Diaph act CS	0.8	0.9	0.8	0.9	1	0.8
TNAP act hi DEA	1.1	1	1.1	1	1	1
Lmaj promast	0	7	4	4	-7	30
TNAP inh no acc	-9	-5	-14	-4	-6	-17

19. O=[N+]([O-])c1cc(F)c(N2CCOCC2)cc1N1CCCCC1
20. Cc1onc(-c2c(Cl)cccc2Cl)c1C(=O)NCc1ccco1
21. Cc1ccc(NC(=O)COC(=O)C2CC2(Cl)Cl)cc1C (configuration not stated)
22. COc1ccc(C(=O)N2c3ccccc3CC2C)cc1OC (configuration not stated)
23. COc1cc(N/N=C(\C)c2ccc(N)cc2)nc(-c2ccccc2)n1
24. CCOC(=O)Nc1nc(-c2ccccc2)c(C(=O)c2ccc(Cl)cc2)s1

screen / no.	19	20	21	22	23	24
TNAP inh hi DEA	8	-2	-3	-5	-1	-3
bIAP act	0.8	0.8	1	1	1	1
bIAP inh	19	19	-1	-4	-1	-1
Diaph inh CS	-4	16	-8	0	11	29
PMI act satM6P	1	1	1.1	1.1	1	0.8
PMI activator	0.9	1	1.1	1	0.9	0.7
Diaph act CS	1	0.8	1.1	1	0.9	0.7
TNAP act hi DEA	0.9	1	1	1.1	1	1
Lmaj promast	-2	0	-12	3	3	4
TNAP inh no acc	4	-12	-9	1	-4	-4

25. CCCCCCn1c(=O)c(F)cn(Cc2ccc(OC)c([N+](=O)[O-])c2)c1=O
26. CCCCSC1=N/C(=C/c2ccsc2)C(=O)N1c1ccccc1
27. COc1ccc(NC(=S)NNC(=O)OC(C)(C)C)cc1OC
28. CCCCOc1ccc(-c2nnn(CC(=O)c3c[nH]c4ccccc34)n2)cc1
29. CCOc1ccc(NC(=O)CCSc2ccc(C)cc2)cc1
30. COc1ccccc1S(=O)Cc1ccc(C(=O)NC2CCCC2)o1 (configuration not stated)

screen / no.	25	26	27	28	29	30
TNAP inh hi DEA	-1	3	-4	-7	-3	-9
bIAP act	0.9	1	1.4	0.7	0.8	0.9
bIAP inh	9	2	-38	26	19	8
Diaph inh CS	14	6	16	0	21	17
PMI act satM6P	0.9	1	1	1.1	1	1.1
PMI activator	0.9	0.9	1	1.1	0.9	1.1
Diaph act CS	0.9	0.9	0.8	1	0.8	0.8
TNAP act hi DEA	1	1	1	1.1	1	1.1
Lmaj promast	91*	7	-2	1	-2	2
TNAP inh no acc	-2	-10	-17	-4	-13	-10

31. CC(NC(=O)c1cccs1)C(c1cccs1)N1CCN(c2ccccc2)CC1 (configuration not stated)
32. Cc1ccc(NC(=O)Cn2nnc3ccccc32)c(C)c1
33. O=C(N/N=C\c1cccc(Cl)c1)c1ccc(Cn2cc(Br)c([N+](=O)[O-])n2)o1
34. CCn1c(C2CCN(S(=O)(=O)c3ccc(OC)cc3)CC2)n[nH]c1=S
35. CN(C)S(=O)(=O)c1cc(C(=O)NCCCn2ccc3ccccc32)ccc1Cl
36. O=c1c(=NNc2ccccc2Cl)c(=O)c2ccccc12

screen / no.	31	32	33	34	35	36
TNAP inh hi DEA	-3	-4	0	-4	-6	16
bIAP act	0.9	1.3	0.9	1.2	1	0.7
bIAP inh	9	-25	11	-17	3	31
Diaph inh CS	30	10	1	0	-18	6
PMI act satM6P	0.8	0.9	1	1.1	1.1	0.9
PMI activator	0.9	0.9	0.9	1.1	1.1	1
Diaph act CS	0.7	0.9	1	1	1.2	0.9
TNAP act hi DEA	1	1	1	1	1.1	0.8
Lmaj promast	17	-2	23	-12	-4	-7
TNAP inh no acc	-6	-4	-1	-13	2	6

37. CCCCCC(=O)OCCc1c(C)nc2nc[nH]n2c1=O
38. O=C(NC1CCCCC1)C1CCN(C(=O)c2ccc(-c3ccccc3)cc2)CC1
39. CCCCCOC(=O)c1c(N)n(CCOC)c2nc3ccccc3nc12
40. CCc1cccc(CC)c1NC(=S)NCc1ccc2[nH]c(C)cc2c1
41. CCC(C)Sc1nc2c(c(=O)[nH]c(=O)n2C)n1C (configuration not stated)
42. CCN(C(=S)Nc1ccccc1F)C1CCCCC1

screen / no.	37	38	39	40	41	42
TNAP inh hi DEA	-2	-6	-8	-5	-6	3
bIAP act	1	1.2	1	0.8	0.9	1
bIAP inh	3	-18	0	18	7	3
Diaph inh CS	4	12	32	22	10	11
PMI act satM6P	1.1	1	0.5	0.9	1	0.9
PMI activator	1.1	0.9	0.8	1	1	0.9
Diaph act CS	1	0.9	0.7	0.8	0.9	0.9
TNAP act hi DEA	1	1.1	1.1	1.1	1.1	1
Lmaj promast	-7	24	100*	94*	0	2
TNAP inh no acc	-9	-10	-12	-11	7	-2

43. CC(C)Oc1ccc(C2C(C(=O)c3ccco3)=C(O)C(=O)N2Cc2cccnc2)cc1 (configuration not stated)
44. C=CCn1c(CCNC(=O)c2ccccc2F)nnc1SCC(=O)Nc1ccc(OC)cc1
45. CC(=O)Nc1ccccc1N(CC(O)Cn1c2ccccc2c2ccccc21)S(=O)(=O)c1ccc(C)cc1 (configuration not stated)
46. CC(=O)c1ccc(S(=O)(=O)NCCCC(=O)NCCc2ccccn2)cc1
47. O=C(CN1CCN(Cc2ccc3c(c2)OCO3)CC1)Nc1ccc(N2CCOCC2)cc1
48. CO/N=C/C(=N\Nc1cc(OC)cc(OC)c1)C(=O)c1ccccc1

screen / no.	43	44	45	46	47	48
TNAP inh hi DEA	3	-3	-8	-6	-1	3
bIAP act	1	1.1	1.4	1	1	1.1
bIAP inh	2	-8	-43	2	3	-12
Diaph inh CS	13	10	25	11	-6	15
PMI act satM6P	1	0.9	0.8	1	1	0.8
PMI activator	0.9	1	0.8	0.9	1.1	0.8
Diaph act CS	0.9	0.9	0.8	0.9	1.1	0.8
TNAP act hi DEA	1	1	1.1	1.1	1	1
Lmaj promast	-6	4	64*	-10	2	15
TNAP inh no acc	-5	-9	-32	-13	-7	-2
